# POLB inh: DNA polymerase beta (human) inhibition; Potency, µM (doses to about 114 µM), without a hit: at the top dose activity change, negative = inhibition, actives largely listed as inhibitors; Pol beta primer extension/strand displacement, fluorescence kinetic; actives 1.3% (n = 340,000); note: potency is the fitted concentration of half-maximal effect; % is set by controls: 0 for no effect and ±100 for the full control effect
#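 Homogeneous kinetic assay of primer extension and strand displacement by 10 nM Pol beta, preincubated 15 min at room temperature with compound before 50 nM substrate (final) was added. Read at 0 and 10 min; four-parameter Hill fit.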
# APE1 inh: APE1 (human) endonuclease inhibition | recombinant APE1, TAMRA/BHQ-2 abasic DNA cleavage fluorescence | Potency, µM (highest dose often 65.8 µM), for the others: at the top dose activity change, negative = inhibition, hits mostly inhibitors | actives 0.35% (n = 350,000) | AID 2517;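 note: potency is the fitted concentration of half-maximal effect; plate controls were vehicle for no effect and reference inhibitor for full effect; nearly all actives have a fitted effect of over 55% in size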
#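 Activity was derived from the fluorescence gain between first and third kinetic reads (60 s intervals, ex 525/em 598 nm) after 50 nM THF-abasic TAMRA/BHQ-2 duplex was added to 0.75 nM APE1 preincubated 15 min with compound.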
# Pol kappa inh: blocks human DNA polymerase kappa activity | actives 0.53% (n = 400,000) | purified Pol kappa, fluorescent DNA synthesis assay, 10 min | Potency, µM (series often up to 107 µM), for the others: at the top dose activity, negative = inhibition, usual class: inhibitors | AID 588579; note: potency is the fitted concentration of half-maximal effect; % is set by controls: 0 for no effect and ±100 for the full control effect
#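 Here, compound and 10 nM enzyme are combined for 15 min at room temperature; adding 50 nM substrate (final) starts DNA synthesis, tracked by fluorescence at 0 and 10 min against buffer-only wells.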
# PGK inhibitor: inhibitors of T. brucei phosphoglycerate kinase; PGK/GAPDH coupled, Kinase-Glo luminescence, 60 min; Potency, µM (series often up to 57.5 µM), for inactives: at the highest dose activity change, negative = inhibition, actives largely listed as inhibitors; actives 0.043% (n = 380,000); note: potency is the fitted concentration of half-maximal effect; % is set by controls: 0 for no effect and ±100 for the full control effect; nearly all actives have a fitted effect of over 60% in size
#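 Luminescent ATP detection (Kinase-Glo Plus) follows a 60-minute room-temperature incubation, with wells lacking PGK as controls. Buffer: 100 mM TEA (pH 7.6), 5 mM MgCl2, 0.01% Tween-20. Coupling enzyme GAPDH (100 nM final) supplies unstable 1,3-BPG in-well.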
# Pol eta inh: DNA polymerase eta (human) inhibition | recombinant Pol eta, fluorescent DNA replication assay | Potency, µM (series often up to 114 µM), inactives show at the highest dose activity change, negative = inhibition, most hits filed as inhibitors | actives 1.2% (n = 390,000) | AID 588591; note: potency is the fitted concentration of half-maximal effect; % is set by controls: 0 for no effect and ±100 for the full control effect
#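 Pol eta (10 nM) was preincubated with compounds for 15 min at room temperature, after which fluorescent replication substrate (50 nM final) was added to start the reaction. Fluorescence was read kinetically at 0 and 10 min.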
# RXFP1 antagonist: antagonists of human relaxin receptor RXFP1 | HEK293-RXFP1, relaxin-stimulated cAMP HTRF, 30 min; hits give low values | activity change, negative = inhibition, % at 57.5 µM | actives 0.59% (n = 350,000) | AID 1259400;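 active = activity change of -60% or lower, but not beyond a set lower limit; inconclusive = change between -60% and -40%, or beyond the set limit; inactive = change above -40%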; note: % is set by controls: 0 for no effect and ±100 for the full control effect
# BLM inh: blocks DNA unwinding by human BLM helicase; P54132; Potency, µM (highest dose often 56.1 µM), for inactives: top-dose activity change, negative = inhibition, actives largely listed as inhibitors; recombinant BLM DNA unwinding, fluorescence dequenching; actives 0.2% (n = 350,000);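 note: potency is the fitted concentration of half-maximal effect; plate controls were vehicle for no effect and no enzyme for full effect; nearly all actives have a fitted effect of over 35% in size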
# Target sequence (P54132 whole entry, looked up): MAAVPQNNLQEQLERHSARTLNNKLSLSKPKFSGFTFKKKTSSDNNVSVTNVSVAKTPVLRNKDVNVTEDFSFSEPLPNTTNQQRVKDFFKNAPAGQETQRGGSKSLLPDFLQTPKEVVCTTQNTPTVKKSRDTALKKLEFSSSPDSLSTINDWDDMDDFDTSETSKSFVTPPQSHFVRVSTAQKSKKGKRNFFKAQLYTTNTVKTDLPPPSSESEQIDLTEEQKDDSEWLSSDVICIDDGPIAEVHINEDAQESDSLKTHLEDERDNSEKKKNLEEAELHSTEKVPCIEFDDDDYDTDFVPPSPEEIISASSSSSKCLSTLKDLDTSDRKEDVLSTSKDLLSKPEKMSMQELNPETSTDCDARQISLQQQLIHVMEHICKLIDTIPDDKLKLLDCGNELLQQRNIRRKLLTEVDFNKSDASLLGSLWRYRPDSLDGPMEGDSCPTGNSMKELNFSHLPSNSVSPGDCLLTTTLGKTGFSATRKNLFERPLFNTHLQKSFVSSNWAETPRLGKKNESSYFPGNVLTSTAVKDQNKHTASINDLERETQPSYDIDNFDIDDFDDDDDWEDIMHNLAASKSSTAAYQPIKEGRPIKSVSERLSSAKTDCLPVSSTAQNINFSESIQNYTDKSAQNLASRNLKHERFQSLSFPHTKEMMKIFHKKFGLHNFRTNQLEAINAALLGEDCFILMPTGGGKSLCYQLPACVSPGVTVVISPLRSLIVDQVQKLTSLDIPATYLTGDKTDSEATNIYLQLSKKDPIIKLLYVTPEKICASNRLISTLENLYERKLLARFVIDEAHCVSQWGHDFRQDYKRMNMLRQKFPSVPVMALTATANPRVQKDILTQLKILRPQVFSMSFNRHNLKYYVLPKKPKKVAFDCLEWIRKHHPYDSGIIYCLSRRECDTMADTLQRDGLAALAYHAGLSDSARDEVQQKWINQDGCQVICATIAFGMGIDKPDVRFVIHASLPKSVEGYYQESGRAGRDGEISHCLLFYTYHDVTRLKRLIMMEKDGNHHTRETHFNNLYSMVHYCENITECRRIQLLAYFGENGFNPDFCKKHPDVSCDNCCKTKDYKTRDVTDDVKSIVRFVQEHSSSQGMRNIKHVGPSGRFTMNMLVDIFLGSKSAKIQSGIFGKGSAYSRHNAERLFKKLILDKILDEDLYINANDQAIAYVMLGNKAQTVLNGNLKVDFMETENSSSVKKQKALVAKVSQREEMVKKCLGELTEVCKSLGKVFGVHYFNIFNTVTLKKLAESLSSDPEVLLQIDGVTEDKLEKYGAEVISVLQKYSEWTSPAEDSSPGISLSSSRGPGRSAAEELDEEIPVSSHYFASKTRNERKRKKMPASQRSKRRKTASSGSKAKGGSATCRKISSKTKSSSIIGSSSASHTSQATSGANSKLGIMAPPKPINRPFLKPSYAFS
# Anesthetic bind: candidate novel general anesthetic via apoferritin binding; P02791; apoferritin/1-aminoanthracene competitive binding, fluorescence; Potency, µM (top dose mostly 77.5 µM), inactives show top-dose activity change, negative = displacement, hits mostly inhibitors; actives 0.074% (n = 350,000); AID 485281; note: potency is the fitted concentration of half-maximal effect; % is set by controls: 0 for no effect and ±100 for the full control effect; nearly all actives have a fitted effect of over 20% in size
#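 Horse-spleen apoferritin (10 uM) in 50% saturated 1-aminoanthracene in PBS was incubated 10 min at room temperature with compound. Fluorescence (ex 380, em 535 nm) was normalized to free and bound 1-AMA, with concentration-response fitted by a four-parameter Hill equation.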
# Pol iota inh: inhibitors of human DNA polymerase iota; Pol iota fluorescent replication assay, 10 min; Potency, µM (titrated, usually from 115 µM), for the others: at the highest dose activity, negative = inhibition, actives largely listed as inhibitors; actives 1% (n = 390,000); AID 588590; note: potency is the fitted concentration of half-maximal effect
#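 Fluorescent replication assay read twice, at 0 min and 10 min after adding 50 nM (final) substrate. Enzyme (10 nM) and compounds were first incubated 15 min at room temperature; enzyme-free buffer wells were negative controls.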
# Active calls of the source: *; i = inactive; ? = inconclusive; . = not tested or not shown; & = joins results of further samples; [ ] = dose if it differs, or a comment. Unless noted, calls come from the whole dose curve; as a rule, active = well fitted curve in the direction sought with a large enough effect; inconclusive = small, poorly fitted or top-dose-only effect, or another doubt; inactive = no such curve, though single readings can be large; an effect the other way counts as inactive or inconclusive.
SMILES,POLB inh,APE1 inh,Pol kappa inh,PGK inhibitor,Pol eta inh,RXFP1 antagonist,BLM inh,Anesthetic bind,Pol iota inh
COc1ccc2c(c1)Cc1sc(NC(C)=O)nc1-2,-18%,-5%,-26%,-10%,8%,21,-11%,-6%,?
CCCNC(=O)Cn1cnc2sc(C(=O)NCCCN3CCOCC3)c(C)c2c1=O,2%,7%,7%,-12%,-16%,20,2%,-7%,28%
COc1ccc(C(=O)NCC(=O)OCc2ccc(F)cc2Cl)cc1OC,1%,1%,-12%,5%,-4%,20,-1%,4%,-21%
CCCOc1ccc(C(=O)CCC(=O)OCC(=O)Nc2cc(C)on2)cc1,-29%,-1%,.,.,.,.,1%,-8%,.
CCc1cc(=O)oc2c(C)c3c(cc12)CN(CCc1ccccc1)CO3,-2%,.,5%,-5%,-6%,1,-4%,.,-10%
COc1ccc(-c2cn3c(n2)sc2cc(C(=O)NCCCN4CCCCC4)ccc23)cc1,-7%,.,-23%,i,?,-2,1%,-12%,7%
Cc1cc(NC(=O)CCC(=O)N(Cc2ccco2)C2(C(=O)NC3CCCC3)CCCCC2C)no1 (stereo not drawn),67%,-9%,0%,9%,-22%,-5,-3%,-3%,32%[activator]
COc1ccc(C2C(C#N)=C(N)Oc3cc(N)ccc32)cc1 (stereo not drawn),2%,34%,-1%,-8%,-3%,-7,-5%,-8%,6%
CCN(Cc1ccccc1)C(=O)C1CCN(S(=O)(=O)c2c(C)noc2/C=C/c2ccc(C)cc2)CC1,?,.,-3%[60.1 µM],1%,-12%,4,-8%,-4%,-8%
CCC(C)(C)C(=O)Nc1nnc(CCc2ccccc2)s1,2%,2%,-6%,-3%,-8%,12,-8%,?,-5%
CCN1CCN(S(=O)(=O)c2ccc(Cl)c(C(=O)N(C)Cc3ccc(Cl)cc3Cl)c2)CC1,-2%,2%,-8%,14%,-10%,3,-4%,-16%,16%
COc1cc2c(cc1NC(=O)CSc1ccccn1)oc1ccccc12,9%,-2%,-23%,-2%,-13%,1,-4%,-10%,2%
Cc1ccc(C)c(N2CCN(C(=O)c3cc(S(=O)(=O)N4CCCC4)cn3C)CC2)c1,-20%&-2%,37%,-2%&-14%,-6%&-4%,?,5&-3,-3%&1%,-11%&0%,?
C=CC[C@@H](CC(=O)OC(C)(C)C)C(=O)OC[C@H]1CCCN1C(=O)[C@@H](CC=C)CC(=O)N(CCO)Cc1ccccc1,.,-6%,-8%,0%,-14%,.,.,.,-9%
Cc1ccc(S(=O)(=O)/N=C2/NC(=O)/C(=C/c3ccccn3)S2)cc1,18%,5%,3%,-3%,-8%,7,0%,-16%,-25%
COCc1cc(=O)[nH]c(Nc2nc(C)c3cc(OC)ccc3n2)n1,24%,14%,.,.,.,.,2%,-14%,.
Cc1nnc(SCC(=O)c2c(N)n(C3CC3)c(=O)[nH]c2=O)n1-c1ccccc1,.,13%,3%,-5%,-1%,-5,.,.,-17%
COC(=O)c1cc(=O)n(-c2c(Cl)cc(C(F)(F)F)cc2Cl)[nH]1,-13%,3%,-5%,-9%,-17%,-25,-10%,-2%,-4%
COc1ccc(-n2nnnc2-c2ccc(S(C)(=O)=O)cc2Cl)cc1,7%,1%,4%,.,-16%,9,0%,-7%,-9%
CN(C)S(=O)(=O)c1ccc(N2CCCC2)c(C(=O)Nc2nc3c(ccc4ccccc43)s2)c1,3%,12%,-9%,-6%,-6%,-11,-5%,87%[activator],2%
O=C(NCCN1CCCCC1)c1cc(COc2c(F)cccc2F)on1,-2%,-11%,-17%,9%,5%,9,3%,-34%,-2%
CCOc1cccc(CN2CCN(c3cccc(C(F)(F)F)c3)CC2)c1O,-7%,18%,-21%,1%,-17%,-14,0%,4%,?
COc1ccc(CNc2oc(Cc3cccc4ccccc34)nc2C#N)cc1,6%,-8%,-11%,i,-5%,0,-14%,67%[activator],-9%
COc1ccc(NC(=O)c2csc3c2CCCCC3)c(OC)c1,23%,-3%,5%,-3%,-20%,?,-9%,?,47%[activator]
CCOc1cc(N2CCOCC2)c(OCC)cc1NC(=O)CN1CCCC(C)C1 (stereo not drawn),2%,-1%,-19%,0%,-19%,5,-5%,-2%,22%
N#Cc1cc2ccccc2n2nnnc12,27%,43%[activator],-20%,7%,-17%,7,-5%,2%,52%[activator]
Cc1ccc(S(=O)(=O)N2CCN(C(=O)CSc3ncn[nH]3)CC2)cc1,.,9%,-1%,-9%,-1%,-4,.,.,12%
COc1ccc(CCNC(=O)CN2CCN(S(=O)(=O)c3ccc(Cl)cc3)CC2)cc1OC,25%,18%,4%,i,-13%,-8,2%,-8%,23%
COC(=O)C1=C(C)N(C)C(=S)N(C)C1c1cccc(Br)c1 (stereo not drawn),30%[activator],-3%,-4%,-9%,-13%,-28,-9%,-13%,7%
Cc1nc2ccccc2c(=O)n1/N=C/c1ccc(O)c(O)c1O,1.6µM*,-18%,?,0%,2.8µM*,-4,-18%,7%,?
O=C(Nc1ccccn1)c1ccc(NC(=O)c2ccco2)cc1,21%,3%,9%,-3%,-7%,3,3%,-12%,-6%
CCCC(C)C(=O)Nc1nc(C)c(-c2csc(Nc3ccc(Cl)cc3)n2)s1 (stereo not drawn),28%,2%,-2%,6%,-22%,.,-3%,-22%,42%[activator]
COc1ccc(N(CC(=O)NN=C2CCCC2)S(=O)(=O)c2ccccc2)cc1Cl,30%,12%,-3%,-8%,-16%,-11,0%,-9%,95%[activator]
CN(Cc1cnccn1)C(=O)C1CCC(=O)N(CCc2ccccc2)C1 (stereo not drawn),26%,67%[activator],-1%,-7%,-17%,-10,0%,4%,29%
O=C(Nn1cnnc1)c1ccc(Cl)cc1,-1%,1%,-1%,i,3%,-1,0%,5%,12%
COc1ccc(/C=C2\SC(N3CCCCC3)=NC2=O)cc1OC,-6%,1%,-8%,-1%,-11%,5,-1%,-6%,-10%
CC(C)c1ccc(NC(=O)CNS(=O)(=O)c2ccc(F)cc2)cc1,1%,-5%,-24%,0%,-17%,1,-4%,-2%,-1%
O=C(NC1CCN(Cc2ccccc2)CC1)c1cc(-c2ccccn2)nc2ccccc12,6%,6%,-8%,9%,-2%,2,29%,-10%,3%
Cc1ccc(Cl)c(OCC(=O)Nc2sc(C)c(C)c2C#N)c1,0%[57.1 µM],4%,5%,-3%,-16%,-10,-1%,10%,13%
O=C1CSc2nc3ccccc3n21,0%,4%,-16%,-3%,-4%,4,-4%,-5%,3%
NC1(N)OC(CN2C(=O)c3ccccc3C2=O)CS1 (stereo not drawn),-3%,-1%,-10%,3%,-9%,.,0%,-17%,4%
COc1ccnc(Oc2ccc3ccccc3c2)c1C#N,0%,-4%,0%,-2%,-3%,5,0%,-18%,5%
CCn1c(SCC(=O)Nc2ncc(C(F)(F)F)cc2Cl)nnc1-c1cccc(C)c1,3%,-1%,-4%,6%,?,7,-1%,-4%,17%
CC(SC1CCCC1)C(=O)Nc1ccnn1C(C)C (stereo not drawn),20%,1%,-1%,-4%,-10%,-2,-4%,-10%,20%
Cc1nn(C(C)(C)C)c(NC(=O)c2ccc(Cl)cc2Cl)c1Br,-11%,-2%,3%,4%,-11%,?,-2%,-4%,34%[activator]
COc1ccc(S(=O)(=O)N2c3ccccc3NC(=O)CC2C)cc1 (stereo not drawn),40%,29%,-11%,-7%,-6%,11,-1%,-6%,?
CCCNC(=O)Cn1c(=O)n(CC(=O)N2CCCCC2)c(=O)c2sccc21,24%,6%,6%,-4%,7%,7,1%,-2%,0%
CC1(C)Cc2c(C#N)c(N)sc(=S)c2CO1,1%,1%,-2%,-10%,3%,-13,-11%,-14%,67%[activator]
Cc1ccc(C)c(-n2nnnc2SCC(=O)c2ccc3c(c2)NC(=O)CO3)c1,-26%,-4%,-8%,0%,-6%,-11,-15%,?,-3%

# Filtered by structure, the entries above containing a Cl atom.
SMILES,POLB inh,APE1 inh,Pol kappa inh,PGK inhibitor,Pol eta inh,RXFP1 antagonist,BLM inh,Anesthetic bind,Pol iota inh
COc1ccc(C(=O)NCC(=O)OCc2ccc(F)cc2Cl)cc1OC,1%,1%,-12%,5%,-4%,20,-1%,4%,-21%
CCN1CCN(S(=O)(=O)c2ccc(Cl)c(C(=O)N(C)Cc3ccc(Cl)cc3Cl)c2)CC1,-2%,2%,-8%,14%,-10%,3,-4%,-16%,16%
COC(=O)c1cc(=O)n(-c2c(Cl)cc(C(F)(F)F)cc2Cl)[nH]1,-13%,3%,-5%,-9%,-17%,-25,-10%,-2%,-4%
COc1ccc(-n2nnnc2-c2ccc(S(C)(=O)=O)cc2Cl)cc1,7%,1%,4%,.,-16%,9,0%,-7%,-9%
COc1ccc(CCNC(=O)CN2CCN(S(=O)(=O)c3ccc(Cl)cc3)CC2)cc1OC,25%,18%,4%,i,-13%,-8,2%,-8%,23%
CCCC(C)C(=O)Nc1nc(C)c(-c2csc(Nc3ccc(Cl)cc3)n2)s1 (stereo not drawn),28%,2%,-2%,6%,-22%,.,-3%,-22%,42%[activator]
COc1ccc(N(CC(=O)NN=C2CCCC2)S(=O)(=O)c2ccccc2)cc1Cl,30%,12%,-3%,-8%,-16%,-11,0%,-9%,95%[activator]
O=C(Nn1cnnc1)c1ccc(Cl)cc1,-1%,1%,-1%,i,3%,-1,0%,5%,12%
Cc1ccc(Cl)c(OCC(=O)Nc2sc(C)c(C)c2C#N)c1,0%[57.1 µM],4%,5%,-3%,-16%,-10,-1%,10%,13%
CCn1c(SCC(=O)Nc2ncc(C(F)(F)F)cc2Cl)nnc1-c1cccc(C)c1,3%,-1%,-4%,6%,?,7,-1%,-4%,17%
Cc1nn(C(C)(C)C)c(NC(=O)c2ccc(Cl)cc2Cl)c1Br,-11%,-2%,3%,4%,-11%,?,-2%,-4%,34%[activator]

# These rows are one share of the data, so the mix of outcomes need not match the whole.
